NR5A2 inv ag = NR5A2 inverse agonism in reporter assay; inhibition, % at 3.6 µM; AID 602396; 360,000 compounds, 0.13% hits; HEK293T StAR-luciferase reporter, LRH-1 transfected, 24 h;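 active means inhibition above the mean inhibition of all tested compounds plus 3 SD, cut at about 73% in these data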;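 further: 0% = DMSO wells and 100% = reporter-only cells lacking LRH-1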
Target sequence (O00482 whole entry, looked up): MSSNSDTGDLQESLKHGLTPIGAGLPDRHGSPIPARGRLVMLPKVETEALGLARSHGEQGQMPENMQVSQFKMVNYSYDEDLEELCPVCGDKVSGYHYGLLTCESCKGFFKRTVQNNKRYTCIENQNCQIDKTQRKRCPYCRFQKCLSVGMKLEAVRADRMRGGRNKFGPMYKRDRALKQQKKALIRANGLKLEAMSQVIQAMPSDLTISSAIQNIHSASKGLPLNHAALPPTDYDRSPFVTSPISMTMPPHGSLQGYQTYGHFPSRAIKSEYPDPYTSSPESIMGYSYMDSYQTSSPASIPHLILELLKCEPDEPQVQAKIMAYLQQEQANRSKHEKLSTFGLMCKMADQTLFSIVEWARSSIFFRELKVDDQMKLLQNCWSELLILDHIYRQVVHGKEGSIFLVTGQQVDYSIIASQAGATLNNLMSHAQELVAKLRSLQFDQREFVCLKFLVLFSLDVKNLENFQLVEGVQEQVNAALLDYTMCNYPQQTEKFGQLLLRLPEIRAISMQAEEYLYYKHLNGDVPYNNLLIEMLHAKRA
TROY NFkB inh = blocks TROY-dependent signaling in reporter cells; Q293 LMP1-TROYcd NF-kB luciferase reporter, 4 h; inhibition, % at 10 µM; AID 1347056; 360,000 compounds, 0.98% hits;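 active means compounds whose plate-normalised and pattern-corrected inhibition of the luciferase reporter signal at the single screening dose is 50% or more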
Shn3 3UTR inh = reduces Shn3 3'UTR luciferase signal in osteoblasts. inhibition, % at 12.5 µM. Clone20 osteoblast Shn3 3'UTR firefly luciferase, 24 h. 360,000 compounds, 0.52% hits. AID 588674;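 active means mean inhibition of at least 75% with every replicate also reaching 75%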;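 further: 0% = median of neutral control wells and 100% = pilot-screen positive control compound; some compounds past the cut are filed as inactive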
TWEAK Fn14 block = TWEAK-Fn14 signaling inhibition; TWEAK-stimulated Fn14 reporter cells, luciferase luminescence, 8 h; inhibition, % at 10 µM; 360,000 compounds, 2% hits; AID 1159606; in the data active means inhibition above about 50%
NCOA1 inh = inhibits human SRC1 coactivator; Q15788; HEK293 GAL4-SRC1 luciferase reporter, luminescence; inhibition, % at 3.6 µM; 360,000 compounds, 0.12% hits; AID 588354;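 active means inhibition above the campaign mean plus 3 SD, with each screening campaign given its own cutoff, cut at about 60% in these data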;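 further: 0% = DMSO treated cells and 100% = gossypol at 36 µM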
NR2F2 inh = inhibitors of human COUP-TFII (NR2F2) | P24468 | HEK293T NGFI-A luciferase reporter, luminescence | inhibition, % at 8.6 µM | 370,000 compounds, 0.7% hits;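 active means inhibition above a per-plate cutoff, mean inhibition of test wells between control levels plus 3 SD, cut at about 38% in these data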;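 further: cells cotransfected with COUP-TFII expression vector driving the NGFI-A reporter; 0% = median of COUP-TF2 test wells and 100% = reporter-only cells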
Target sequence (P24468 whole entry, looked up): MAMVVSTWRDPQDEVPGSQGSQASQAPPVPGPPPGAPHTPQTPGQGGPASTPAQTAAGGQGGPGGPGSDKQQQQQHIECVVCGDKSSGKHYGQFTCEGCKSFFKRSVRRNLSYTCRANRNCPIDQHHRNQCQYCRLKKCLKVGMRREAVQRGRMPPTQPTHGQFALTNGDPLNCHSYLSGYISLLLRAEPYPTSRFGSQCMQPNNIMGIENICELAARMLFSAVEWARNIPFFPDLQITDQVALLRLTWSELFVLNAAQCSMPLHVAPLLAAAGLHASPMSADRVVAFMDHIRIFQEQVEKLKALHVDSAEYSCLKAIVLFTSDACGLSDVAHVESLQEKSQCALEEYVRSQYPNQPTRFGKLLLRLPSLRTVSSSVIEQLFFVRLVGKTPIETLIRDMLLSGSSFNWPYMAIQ
C8 TRAIL sens = sensitizes caspase-8 expressing cells to TRAIL; NB7+C8 cells + TRAIL, ATPlite viability luminescence; inhibition (viability loss, TRAIL sensitization), % at 10 µM; 360,000 compounds, 1% hits; AID 624354;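 active means compounds causing at least 50% loss of cell viability in the single-dose screen, relative to plate controls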
EBV LMP1 NFkB = reduces LMP1-driven NF-kappaB luciferase signal. LMP1-induced NF-kappaB luciferase reporter cells, luminescence. inhibition, % at 12.5 µM. 350,000 compounds, 0.69% hits; in the data active means inhibition above about 41%;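 further: 0% = neutral control wells and 100% = reference inhibitor control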
NCOA3 inh = human NCOA3 inhibition | Q9Y6Q9 | HEK293 GAL4-SRC3 luciferase reporter, luminescence | inhibition, % at 3.6 µM | 360,000 compounds, 0.17% hits;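 active means inhibition above a per-campaign cutoff, the mean of all compounds plus 3 SD, cut at about 60% in these data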;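 further: 0% = DMSO-treated cells and 100% = gossypol-treated cells at 36 µM; higher means less SRC3-driven luciferase light from the GAL4 reporter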
CF NFkB inh = inhibitors of cystic fibrosis induced NF-kB; KKLEB NF-kB-GFP reporter, PAF-induced, GFP fluorescence overnight; inhibition, % at 5 µM; 360,000 compounds, 0.86% hits;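 active means at least 50% inhibition at 5 µM, scaled per plate between neutral and stimulator controls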;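 further: PAF is a Pseudomonas aeruginosa culture filtrate used as stimulus; plate controls were PAF-stimulated DMSO wells for no effect and unstimulated DMSO wells for full effect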
KKLEB tox = reduces viability of KKLEB cystic fibrosis airway cells; activity change (cytotoxicity), % at 5 µM; AID 602141; 360,000 compounds, 0.36% hits; KKLEB CF airway cells viability, ATPlite luminescence, overnight; stronger effect = lower value; cells stimulated with P. aeruginosa culture filtrate;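 active means corrected activity change at or below -50% at 5 µM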
* hit, by the source's call; . = not tested or not shown. An excerpt (hit frequency here may not be typical).

Fields: TROY NFkB inh	KKLEB tox	C8 TRAIL sens	TWEAK Fn14 block	NR2F2 inh	Shn3 3UTR inh	NCOA1 inh	CF NFkB inh	NCOA3 inh	NR5A2 inv ag	EBV LMP1 NFkB
CCOC(=O)C1=CNS(=O)(=O)NC1c1ccc(Br)cc1F (stereo unspecified)
→ 1	11	1	21	12	-9	-3	-13	-2	5	0
Cc1nc(SCC(=O)NCCc2ccccc2)nc(C)c1C
→ -13	5	-1	19	0	-6	-3	-5	0	-9	-8
COc1ccc(-c2cccc(C(=O)Nc3ccc(OC)c(OC)c3)c2)cc1
→ -2	-4	-7	6	4	9	-9	-14	16	-9	6
Cc1c(C(=O)N2CCCCCC2(C)C(=O)NCC(C)C)oc2ccccc12 (stereo unspecified)
→ 10	-8	-6	-7	-4	-4	-2	-4	3	18	.
CC(C)c1ccc(-n2nnnc2SCC(=O)NC2CC2)cc1
→ -2	-14	4	14	7	5	-10	-18	-11	-19	-4
CCCCN(C(=O)c1cc2ccccc2o1)c1c(N)n(CC(C)C)c(=O)[nH]c1=O
→ 7	0	-6	-7	0	-15	4	7	19	-1	6
Cc1ccc(SCC(=O)O/N=C(\N)c2cccnc2)cc1
→ -40	33	-14	-20	.	-18	1	-33	-18	29	-3
O=C(COc1ccc(S(=O)(=O)N2CCCC2)cc1)N1CCCC1
→ 17	6	-29	39	14	-6	-6	0	3	-2	-4
COc1cc(SC)ccc1C(=O)N1CCN(Cc2ccc3c(c2)OCO3)CC1
→ 27	6	6	12	48*	19	13	26	21	-8	22
Cc1cc(C)cc(Oc2ccc(C(F)(F)F)cc2C#N)c1
→ -3	7	-21	15	-1	2	-9	1	4	10	1
CC(=O)c1ccc(Nc2ncnc3c2oc2ccccc23)cc1
→ -73	-6	-18	21	-56	-84	-111	8	-66	-103	-33
CCOC(=O)C1=C(c2ccccc2)N(C)C(=O)NC1c1ccc(OC(F)F)c(OC)c1 (stereo unspecified)
→ -6	3	-7	-4	-5	6	-1	-1	8	4	-2
CCOc1ccc(/C(O)=C2\C(=O)C(=O)N(c3ccc(OC)cc3)C2c2ccccc2[N+](=O)[O-])cc1 (stereo unspecified)
→ 55*	-1	13	68*	2	-66	-64	-4	-46	-84	.
CC(Sc1ccc(S(=O)(=O)N2CCN(C)CC2)cn1)C(=O)NC1(C#N)CCCCC1 (stereo unspecified)
→ -13	-1	2	-10	-22	-22	-13	17	9	17	5
Cc1cccc(NCc2cc(Cl)cc(Cl)c2O)n1
→ 6	-17	-1	10	18	11	-32	-4	-12	-21	-4

Reprinted at random: 2 entries already listed, in no set order.
Fields: TROY NFkB inh	KKLEB tox	C8 TRAIL sens	TWEAK Fn14 block	NR2F2 inh	Shn3 3UTR inh	NCOA1 inh	CF NFkB inh	NCOA3 inh	NR5A2 inv ag	EBV LMP1 NFkB
CCCCN(C(=O)c1cc2ccccc2o1)c1c(N)n(CC(C)C)c(=O)[nH]c1=O
→ 7	0	-6	-7	0	-15	4	7	19	-1	6
CC(Sc1ccc(S(=O)(=O)N2CCN(C)CC2)cn1)C(=O)NC1(C#N)CCCCC1 (stereo unspecified)
→ -13	-1	2	-10	-22	-22	-13	17	9	17	5

The list goes on:
Fields: TROY NFkB inh	KKLEB tox	C8 TRAIL sens	TWEAK Fn14 block	NR2F2 inh	Shn3 3UTR inh	NCOA1 inh	CF NFkB inh	NCOA3 inh	NR5A2 inv ag	EBV LMP1 NFkB
O=C(O)c1cccc(S(=O)(=O)Nc2cc(Cl)ccc2Cl)c1
→ 15	9	-9	7	0	2	18	-7	22	4	-3
CCOC(=O)CC1=NN(c2ccccc2)C(=O)C1=c1sc(=C2SC(C)=C(C)N2CC)c(=O)n1CC
→ 8	-1	-4	13	-5	29	1	-2	15	-22	-1
CCCNC(=O)COC(=O)c1n[nH]c2ccccc12
→ 2	3	-1	-2	3	-23	4	9	14	-7	5
O=C(Cn1cc(C(F)(F)F)ccc1=O)N/N=C/c1ccccc1O
→ 9	10	22	-22	6	.	9	0	19	17	1
COC(=O)COc1ccc2c(=O)c(-c3ccccc3OC)coc2c1
→ 2	8	-9	11	-3	-11	3	-25	14	15	9
Cn1c(NCCc2ccccc2)cc(=O)n(C)c1=O
→ -35	-1	0	-32	14	3	-11	8	-1	-6	5
CC(C)COC(=O)NC1c2ccccc2Oc2ccccc21
→ -15	-1	19	-19	-2	9	-4	-6	19	3	0
O=C(O)C(Cc1ccc(F)cc1)c1ccccc1 (stereo unspecified)
→ -7	7	-4	4	10	10	-8	-3	-5	9	-9
CC(=O)NCc1nc2ccccc2n1Cc1ccccc1C
→ -4	-14	2	10	-9	11	3	13	-5	-4	-5
C[C@]12C(=O)N(c3cccc(F)c3)C(=O)N1[C@@H]1c3ccccc3OC[C@@H]1[C@H]2c1ccccc1
→ 7	0	1	-6	2	32	-3	-9	-37	-5	3
CCOc1ccc(-c2cc(C(=O)NCCCN3CCCC3)c3ccccc3n2)cc1
→ 1	11	30	-24	-7	-30	-22	-24	-12	-5	-1
CCc1cccc2c(C(=O)COC(=O)c3nccnc3N)c[nH]c12
→ -31	19	0	-12	-23	-63	-38	6	-49	-27	-7
FC(F)Sc1ccc(-n2c(-c3ccc(Cl)cc3)c[n+]3c2CCC3)cc1
→ 6	-8	21	6	27	2	-12	-12	10	16	-4
C=CCn1c(CSc2nnc(-c3ccccc3)n2C)n[nH]c1=S
→ 2	0	3	0	-2	3	-2	1	19	9	1
O=C(CN1C(=O)C2CC=CCC2C1=O)Nc1ccc(OC(F)(F)F)cc1 (stereo unspecified)
→ -22	14	-4	-1	-16	-10	-6	0	-13	-8	-7

Profiles as entered above. Order of screens: TROY NFkB inh, KKLEB tox, C8 TRAIL sens, TWEAK Fn14 block, NR2F2 inh, Shn3 3UTR inh, NCOA1 inh, CF NFkB inh, NCOA3 inh, NR5A2 inv ag, EBV LMP1 NFkB
Entry for O=C(O)c1cccc(S(=O)(=O)Nc2cc(Cl)ccc2Cl)c1 : 15, 9, -9, 7, 0, 2, 18, -7, 22, 4, -3
Entry for COc1cc(SC)ccc1C(=O)N1CCN(Cc2ccc3c(c2)OCO3)CC1 : 27, 6, 6, 12, 48*, 19, 13, 26, 21, -8, 22
Entry for O=C(Cn1cc(C(F)(F)F)ccc1=O)N/N=C/c1ccccc1O : 9, 10, 22, -22, 6, ., 9, 0, 19, 17, 1
Entry for COC(=O)COc1ccc2c(=O)c(-c3ccccc3OC)coc2c1 : 2, 8, -9, 11, -3, -11, 3, -25, 14, 15, 9
Entry for CCOc1ccc(/C(O)=C2\C(=O)C(=O)N(c3ccc(OC)cc3)C2c2ccccc2[N+](=O)[O-])cc1 (stereo unspecified) : 55*, -1, 13, 68*, 2, -66, -64, -4, -46, -84, .

Further structures
Fields: TROY NFkB inh	KKLEB tox	C8 TRAIL sens	TWEAK Fn14 block	NR2F2 inh	Shn3 3UTR inh	NCOA1 inh	CF NFkB inh	NCOA3 inh	NR5A2 inv ag	EBV LMP1 NFkB
O=[N+]([O-])c1cccnc1Oc1ccc(F)cc1F
→ 9	-9	-51	-3	-7	0	-25	14	10	-14	-5
O=C(NC1CCCC1)c1cccc2c1C(=O)c1ccc(/C=C/c3ccccc3)cc1S2(=O)=O
→ -6	-45	28	-22	18	61	7	46	5	6	8
COc1ccc(Nc2ncnc3c2cnn3-c2ccccc2)cc1OC
→ -43	-18	-8	5	-18	-9	-5	15	-15	-5	-12
COc1ccc(-c2noc(=O)n2Cc2ccccc2F)cc1
→ 4	4	3	7	4	4	4	-24	12	20	16
COc1ccc(Nc2ncccc2C(=O)NCc2ccccc2)cc1
→ 3	-8	-8	10	-2	10	-6	13	-10	-14	9
O=C(CC1C(=O)OCC2CCCCN21)Nc1ccccc1C(F)(F)F (stereo unspecified)
→ 6	6	-2	-6	5	-3	6	-20	4	3	-6
CCC(C)NC(=O)Cn1c(=O)n(CCCCC(=O)NCc2ccco2)c(=O)c2ccccc21 (stereo unspecified)
→ -16	0	7	7	2	9	6	-21	25	6	10
O=S(=O)(NC1CC2CCC1C2)c1ccc(Cl)cc1 (stereo unspecified)
→ 7	1	-24	9	-7	10	10	14	-7	-5	2
C=CCNc1nc(SCC=C)nc2ccsc12
→ 1	-30	-18	-9	-2	.	-20	23	20	-1	-2
CCOC(=O)c1sc(NC(=O)/C=C/c2cnn(CC)c2C)c(C(=O)OCC)c1C
→ 3	-11	6	39	-14	29	8	20	-5	5	1
N#C/C(=C/Nc1ccccc1F)S(=O)(=O)c1ccc(Cl)cc1
→ -23	-2	-11	23	15	16	8	8	-20	10	1
CC12C(=O)N(c3ccccn3)C(=O)C1C1C=CC2C1 (stereo unspecified)
→ -7	10	12	21	-4	8	11	-3	8	0	-1
CS(=O)(=O)N(CC(=O)N1CCC(C(N)=O)CC1)Cc1ccc(Cl)c(Cl)c1
→ 11	0	4	-3	4	-1	19	19	23	6	1
CC(NC(=O)COC(=O)c1ccc([N+](=O)[O-])o1)c1ccccc1 (stereo unspecified)
→ -4	-7	-5	13	2	40	-2	10	-1	9	3
CCC1CN(C(=O)NCc2ccc(F)cc2)c2ccccc2O1 (stereo unspecified)
→ 4	-14	-9	-15	4	11	3	-7	16	-7	-3

Later entries:
Fields: TROY NFkB inh	KKLEB tox	C8 TRAIL sens	TWEAK Fn14 block	NR2F2 inh	Shn3 3UTR inh	NCOA1 inh	CF NFkB inh	NCOA3 inh	NR5A2 inv ag	EBV LMP1 NFkB
COc1ccc(/C=C/C(=O)OCCCN(C)C)cc1
→ 3	6	7	-13	-1	11	-2	2	23	9	-5
CC(C)CNc1nc(N)c([N+](=O)[O-])c(NCc2ccccc2)n1
→ 18	-1	-12	-31	3	6	10	12	-2	-6	-9
CCOC(=O)C1CN(S(=O)(=O)c2ccc(C)cc2)CCN1S(=O)(=O)c1ccc(C)cc1 (stereo unspecified)
→ 6	-8	-5	10	-20	15	4	-6	18	8	-8
COc1c(Cl)cc(-c2noc(C)c2C(=O)NC(C)C)cc1Cl
→ 3	1	-17	-24	-5	-13	3	-15	7	12	-1
Cn1[nH]c(-c2ccccc2)c(/C=N/O)c1=O
→ 7	6	5	-19	9	4	3	-7	20	-1	-16
N#Cc1ccccc1NC(=O)COC(=O)c1ccc2c(c1)OCCO2
→ -27	-7	6	-34	-8	-23	-6	-11	-2	8	-12
N#CCc1nn(Cc2ccc(F)cc2)c(=O)c2ccccc12
→ -17	14	15	-8	4	11	1	9	19	2	5
Cc1ccc(S(=O)(=O)NC2(C(=O)O)CCCC2)cc1
→ -17	0	-17	-1	-9	-27	5	13	-10	3	-6
COC(=O)C1=C(CS(=O)(=O)c2ccccc2)NC(=O)NC1c1ccc(OC)c(OC)c1 (stereo unspecified)
→ 5	1	1	-7	11	4	-6	-11	16	1	-2
